Screening results: PubChem, National Center for Advancing Translational Sciences (NCATS)
TbPYK inhibitor = qHTS of Trypanosoma Brucei Inhibitors. pyruvate kinase (Trypanosoma brucei), Q57TT1. AID 624173, 2012. Potency, µM (titrated, usually from 76.8 µM), for the others: top-dose activity, negative = inhibition, actives largely listed as inhibitors. 410,000 compounds, 0.12% hits. TbPYK enzyme, Kinase-Glo Plus ATP luminescence, 45 min; further: nearly all actives have a fitted effect of over 50% in size
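Activity of T. brucei pyruvate kinase was followed by Kinase-Glo Plus luminescence after the enzyme reacted 45 min at room temperature with 130 uM ADP (final) and substrate. Test compounds were added before ADP at multiple concentrations.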
LmPK inh = qHTS Assay for Inhibitors of Leishmania Mexicana Pyruvate Kinase (LmPK). purified LmPK, Kinase-Glo ATP luminescence, 1 h. Q27686. 290,000 compounds, 0.37% hits. AID 1721, 2009. Potency, µM (highest dose often 57.5 µM), inactives show at the highest dose activity change, negative = inhibition, hits mostly inhibitors
Target sequence (Q27686 whole entry, looked up): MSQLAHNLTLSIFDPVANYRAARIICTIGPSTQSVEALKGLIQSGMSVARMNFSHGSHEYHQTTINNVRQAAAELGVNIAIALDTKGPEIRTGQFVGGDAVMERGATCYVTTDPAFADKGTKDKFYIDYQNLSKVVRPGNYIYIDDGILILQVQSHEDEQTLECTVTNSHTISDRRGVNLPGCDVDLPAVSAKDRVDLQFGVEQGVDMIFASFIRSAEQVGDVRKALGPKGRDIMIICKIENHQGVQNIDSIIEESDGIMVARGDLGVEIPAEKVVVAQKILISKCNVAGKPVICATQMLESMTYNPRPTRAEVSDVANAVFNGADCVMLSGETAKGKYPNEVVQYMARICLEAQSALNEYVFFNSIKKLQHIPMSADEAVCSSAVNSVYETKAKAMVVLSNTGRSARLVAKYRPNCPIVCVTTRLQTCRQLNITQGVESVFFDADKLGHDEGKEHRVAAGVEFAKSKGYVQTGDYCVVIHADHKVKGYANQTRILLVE
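0.1 nM LmPK, 0.5 mM PEP, 0.1 mM ADP; 50 mM imidazole pH 7.2, 7 mM MgCl2, 50 mM KCl; 1 h RT. Kinase-Glo luminescence readout, normalized to no-enzyme (full inhibition) and uninhibited wells.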
HCV inh = qHTS Assay for Inhibitors of Hepatitis C Virus (HCV) | Huh7.5.1 HCVcc-Cre infection, luciferase reporter, 44 h | Potency, µM (titrated, usually from 41.8 µM), for the others: at the highest dose activity change, negative = inhibition, actives largely listed as inhibitors | 340,000 compounds, 3.4% hits
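A cell-based infection assay in which seeded cells (1,000 per well) receive test compound after 4 h, are inoculated with HCVcc-Cre at approximately 0.5 moi, and are incubated 44 h before luminescence detection.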
Sm TGR block = qHTS Assay for the Inhibitors of Schistosoma Mansoni Peroxiredoxins | purified TGR, DTNB reduction, TNB absorbance 405 nm | Potency, µM (series often up to 114 µM), for inactives: at the highest dose activity change, negative = inhibition, actives largely listed as inhibitors | 360,000 compounds, 3% hits | AID 485364, 2010; further: nearly all actives have a fitted effect of over 60% in size
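TGR 20 nM + NADPH 100 uM (dispensed conc.), cpd preinc 15 min RT; start with NADPH (500 uM addition) then DTNB (15 mM addition). Kinetic TNB absorbance, 405 nm filter. Four-parameter Hill fit across titration.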
Pf growth 96h = Primary qHTS for delayed death inhibitors of the malarial parasite plastid, 96 hour incubation; AID 504834, 2011; P. falciparum luciferase reporter growth, 96 h; 320,000 compounds, 6.9% hits; Potency, µM (series often up to 28.7 µM), for inactives: at the top dose activity change, negative = inhibition, hits mostly inhibitors
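Infected RBCs, 2% Hct / 0.05% parasitemia final; luciferase-reporter P. falciparum; cpd 96 h, 37 C, 5% CO2; luciferase detection reagent; luminescence.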
Pf growth 48h = Primary qHTS for delayed death inhibitors of the malarial parasite plastid, 48 hour incubation; P. falciparum luciferase growth in erythrocytes, 48 h; AID 504832, 2011; 310,000 compounds, 5.9% hits; Potency, µM (series often up to 28.7 µM), for the others: at the highest dose activity change, negative = inhibition, most hits filed as inhibitors
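Firefly luciferase activity from engineered P. falciparum reports growth; inhibitors lower the luminescent signal. Cultures contained 2% hematocrit erythrocytes at 0.1% final parasitemia.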
The depositor's hits bear a star; ? = inconclusive; / = no result given; & = joins results of further samples; [ ] = dose if it differs, or a comment. The call rests on the fitted dose curve; in most records, active means well fitted curve in the direction sought with a large enough effect; inconclusive means small, poorly fitted or top-dose-only effect, or another doubt; inactive means no such curve, though single readings can be large; an effect the other way counts as inactive or inconclusive. On the % scale 0 is the no-effect control and ±100 the full control effect; potency means the concentration at half of the fitted maximal effect.

Values run as follows: TbPYK inhibitor, LmPK inh, HCV inh, Sm TGR block, Pf growth 96h, Pf growth 48h
#1 O=C(c1cccs1)N1CCN(C23CC4CC(CC(C4)C2)C3)CC1
 : -4%, -6%, 5%, -7%, 7%, 1%
#2 COC(=O)c1ccc(NC(=O)CSc2nnc(Cc3cccn3C)n2-c2ccc(F)cc2)cc1
 : 2%, 3%, -1%&-20%, -25%, 1%, ?
#3 Cc1cc(NC(=O)C2CCCO2)ccc1Br (centres undefined)
 : 2%, 4%, -6%, -17%, ?, 1%
#4 CC(=O)c1nccs1
 : -6%, /, -6%, -3%, 55%, 43%[activator]
#5 N#Cc1ccc(-c2csc(NC(=O)/C=C/c3cccs3)n2)cc1
 : -9%, 2%, 6%, -4%, 10µM*, ?
#6 CC(Nc1nc(-c2ccccc2O)nc2ccccc12)c1ccccc1 (centres undefined)
 : -6%, 4%, ?, 9%, ?, ?
#7 Cc1ccc(NC(=O)CN2CCCC2)cc1
 : 2%, 2%, 4%, -10%, 5%, -3%
#8 O=c1[nH]c(-c2ccccc2)nn1-c1ccc(Br)cc1Br
 : -2%, 4%, 10%, 9%, -17%, 53%[activator]
#9 C=CCNC(=O)CN(CCc1ccccc1)S(=O)(=O)c1ccccc1
 : 8%, 3%, -9%, 2%, 0%, -15%
#10 COc1ccccc1NC(=O)CCSc1nnc(-c2ccncc2)o1
 : -10%, 6%, -2%, -13%, 1%, 9%
#11 COc1cccc(NC(=O)CN(C)C(=O)c2cc(-c3cccc(Br)c3)nc3ccccc23)c1
 : 0%, /, ?, -5%, ?, ?
#12 Cc1ccc(CN2CC(C(=O)N3CCN(S(=O)(=O)c4cc(C)ccc4C)CC3)CC2=O)cc1 (centres undefined)
 : 1%, /, -26%, -2%, ?, ?
#13 COc1ccc(NC(=O)CN2C(=O)NC(C)(c3ccccc3)C2=O)c(OC)c1 (centres undefined)
 : 2%, 5%, -29%, 3%, 3%, -11%
#14 COc1ccc(C2C(C#N)=C(N)Nc3onc(C(C)(C)C)c32)c(OC)c1 (centres undefined)
 : -11%, 0%, -13%, -1%, -22%, -3%
#15 COc1ccc(CCN(C)S(=O)(=O)c2cn(C)c(=O)n(C)c2=O)cc1OC
 : 8%, /, 6%, 0%, -21%, 8%
#16 CC(/C=C/C1[C@H](C)C[C@H](O[C@@H]2O[C@H](CO)[C@@H](O)[C@H](O)[C@H]2O)CC1(C)C)O[C@H]1O[C@H](CO)[C@@H](O)[C@H](O)[C@H]1O (some centres undefined)
 : 2%, /, 8%, -3%, 41%[activator], 21%
#17 CCC(CC)NC(=O)CO/N=C/c1ccc(Cl)cc1Cl
 : 6%, 5%, -15%, 0%, ?, ?
#18 C=CCn1c(O)c(/C(C)=N/NC(=S)Nc2ccccc2)c(=O)[nH]c1=O
 : -33%, 4%, 13%, ?, ?, 13%
#19 Cc1ccc(C2CC2C(=O)NN)cc1 (centres undefined)
 : 4%, -1%, /, 7%, ?, 36%[activator]
#20 O=C(O)c1ccc(CSc2nnc(-c3ccc(Cl)cc3)o2)cc1
 : 1%, -1%, 0%, -18%, 106%, 7%
#21 Cc1cnc(C(=O)O)cn1
 : -1%, /, /, /, -7%, 1%
#22 O=c1cc(CSc2ccccc2)[nH]c(=S)[nH]1
 : ?, 0%, 1%, 0%, -5%, -9%
#23 OCCCCCNc1ncnc2ccccc12
 : -2%, -4%, ?, 4%, -5%, 35%
#24 CC1=CCC2(CO)COC(c3ccccc3O)C1C2 (centres undefined)
 : 3%, 2%, 5%, 14%, 15%, -6%
#25 c1ccc(-c2ccc(C3=Nn4c(Cn5nnc6ccccc65)nnc4SC3)cc2)cc1
 : -29%, 2%, -65%, 2%, 9.3µM*, ?
#26 CCCc1cc(C(N)=O)c(NC(=O)C2CCCO2)s1 (centres undefined)
 : -24%, 5%, -21%, 8%, /, -16%
#27 COC(=O)CSc1nnc(CNC(=O)c2ccccc2OC)n1-c1ccc(OC)cc1
 : -1%, -1%, 4%, -4%, 75%[activator], -8%
#28 O=[N+]([O-])c1ccc(Oc2cccnc2)nc1
 : 0%, -4%, 23%, 1%, 18%, 26%
#29 COc1ccc(C(=O)N[C@H](C(=O)OCn2nnc3ccccc3c2=O)C(C)C)cc1
 : 3%, /, 1%, -4%, 32%[activator], 8%
#30 COC(=O)C(Cc1ccc(O)cc1)NC(=O)C1CCN(S(=O)(=O)c2ccc(C)cc2)CC1 (centres undefined)
 : -2%, -7%, 21%, 5%, 5%, 0%
#31 COc1cc(C(CCN2CCCC(C)C2)c2c(OC)cc(OC)c3c(-c4ccccc4)cc(=O)oc23)cc(OC)c1OC (centres undefined)
 : -1%, 7%, ?, -32%, 2.9µM*, 7.4µM*
#32 CCNc1nc(N)nc(Oc2ccc(OCCOc3ccccc3)nn2)n1
 : -10%, -1%, 20%, 3%, -21%, -21%
#33 Cc1ccc(N2CC(C(=O)Nc3nnc(SCC(N)=O)s3)CC2=O)cc1C (centres undefined)
 : -10%, 3%, /, 1%, 1%, 11%
#34 CCN(CC)S(=O)(=O)c1ccc(Cl)c(NC(=O)c2cc(Cl)cc(Cl)c2)c1
 : 1%, 0%, 3%, -13%, 54%[activator], 49%[activator]
#35 COc1ccc(NC(=O)NS(=O)(=O)c2ccc(C)cc2)c(OC)c1
 : 1%, 5%, -10%, -36%, 7%, -16%
#36 CCOC(=O)CC(Nc1nc(N2CCOCC2)nc(N2CCOCC2)n1)c1ccccc1Cl (centres undefined)
 : 0%, 3%, -16%, -24%, 17%, ?
#37 Cc1ccc(COC(=O)c2cc(S(=O)(=O)N3CCCCC3)ccc2N2CCOCC2)cc1
 : 3%, /, ?, 5%, ?, 9.3µM*
#38 CN(C)c1nc(-c2ccccc2)cc(C(F)(F)F)c1C#N
 : -12%, 3%, ?, 0%, 0%, 23%
#39 COCCN(C(=S)Nc1cc(C)cc(C)c1)C(C)c1cccs1 (centres undefined)
 : -2%, -1%, -7%, -2%, 35%[activator], ?
#40 COc1ccc(OCC(=O)NC2CCCc3ccccc32)cc1 (centres undefined)
 : -3%, 0%, ?, -9%, -4%, -11%
#41 COc1ccc(N(CC(=O)Nc2ccc(C)cc2)S(=O)(=O)c2c(C)noc2C)cc1
 : -7%, 5%, 10%, -6%, ?, -4%
#42 CN(CC(=O)Nc1ccccc1Br)C(=O)c1cccc([N+](=O)[O-])c1
 : -2%, 1%, -1%, -11%, 41%[activator], 6%
#43 COc1ccccc1NS(=O)(=O)c1cc(NC(=O)CCc2nc3ccccc3c(=O)[nH]2)ccc1C
 : -2%, /, ?, -4%, 10µM*, ?
#44 COc1ccc(Cn2c(SCc3cc(C)ccc3C)nc3cc(OC)c(OC)cc3c2=N)cc1
 : /, 3%, 2.8µM*, 0%, ?, 1.7µM*
#45 CCCCCCCCCCCCCCCC[n+]1ccc(C(N)=O)cc1
 : -10%, -1%, 7%, 4%, 11%, ?
#46 CCCCC(CC(O)COCC(C)C)C(=O)NN (centres undefined)
 : 1%, -8%, -1%, -3%[57.1 µM], 13%, 20%
#47 COc1ccc(NC(=O)CN(c2ccc(C)cc2)S(C)(=O)=O)c(OC)c1
 : -5%, 0%, 10%, -8%, 4%, -3%
#48 COc1cc(OC)c(C(=O)COc2ncnc3ccccc23)c(OC)c1
 : -4%, 0%, -2%, -29%, -3%, 0%
#49 Brc1ccc(CN2CCN(c3ccccn3)CC2)s1
 : -5%, -1%, 4%, -4%, 20%, /
#50 Clc1cccc(CNc2nnnn2-c2ccccc2)c1
 : 2%, 0%, ?, -11%, 15µM*, ?
#51 Cc1ccc(NC(=O)c2ccc(NS(=O)(=O)c3c(C)noc3C)cc2)cc1C
 : 4%, -10%, ?, -22%, ?, ?
#52 O=C1O/C(=C/c2ccccc2)N=C1c1ccccc1
 : 6%, 3%, 0%, -8%, -7%, 11%
#53 COC(=O)c1ccc(N2C(=O)CC(N3CCC(O)(c4ccc(Br)cc4)CC3)C2=O)cc1 (centres undefined)
 : -4%, 5%, 18%, 45µM*, -11%, /
#54 CCOC(=O)N/N=C\c1cccc(OC)c1OC/C=C/c1ccccc1
 : -3%, 4%, -3%, 13%, ?, ?
#55 Cc1c(-c2ccc(/C=N/NC(=O)C(=O)Nc3ccccc3F)o2)cccc1[N+](=O)[O-]
 : 0%, 9%, -11%, -4%, 23%, 7%
#56 CC(C)NS(=O)(=O)c1ccc(NC(=O)Cc2cccs2)cc1
 : -6%, -2%, -5%, -8%, 73%[activator], 39%[activator]
#57 O=C(NCCc1ccccc1)c1ccccc1F
 : -9%, -16%, 3%, 86%[activator], -1%, 165%[activator]
#58 Cc1ccc(C(=O)OCC(=O)N2C(C)CCCC2C)cc1S(=O)(=O)N1CCOCC1 (centres undefined)
 : 3%, /, 5%, -20%, -2%, -14%
#59 O=C(NCc1ccc2c(c1)OCO2)c1ccc(CN2CCc3ccccc3C2)cc1
 : 2%, 3%, ?, 36%, ?, ?
#60 Cc1cc(-c2ccc(C)c(S(=O)(=O)NCC3CCN(Cc4cccc(F)c4)CC3)c2)on1
 : 7%, 3%, ?, -1%, ?, 9.3µM*

The closing 3 records of the part above are carried over, then new ones follow.
Values run as follows: TbPYK inhibitor, LmPK inh, HCV inh, Sm TGR block, Pf growth 96h, Pf growth 48h
#58 Cc1ccc(C(=O)OCC(=O)N2C(C)CCCC2C)cc1S(=O)(=O)N1CCOCC1 (centres undefined)
 : 3%, /, 5%, -20%, -2%, -14%
#59 O=C(NCc1ccc2c(c1)OCO2)c1ccc(CN2CCc3ccccc3C2)cc1
 : 2%, 3%, ?, 36%, ?, ?
#60 Cc1cc(-c2ccc(C)c(S(=O)(=O)NCC3CCN(Cc4cccc(F)c4)CC3)c2)on1
 : 7%, 3%, ?, -1%, ?, 9.3µM*
#61 COc1ccc(S(=O)(=O)Cc2ccc(C(=O)N3CCN(C(=O)c4ccco4)CC3)o2)cc1
 : -12%, 5%, 11%, ?, ?, /
#62 CCOC(=O)c1cc2nc(-c3ccco3)cc(C(F)(F)F)n2n1
 : -1%, 2%, 3%, -17%, 29%, -13%
#63 CCN(CC)CCC[C@H](C)Nc1c2ccc(Cl)cc2nc2ccc(OC)cc12
 : -6%, /, /, /, 0.095µM*, 0.038µM*
#64 Cc1coc2cc3oc(=O)c(CC(=O)N(C)CC(=O)O)c(C)c3cc12
 : -12%, 3%, 20%, -1%, 23%, -11%
#65 COc1ccc(NC(=O)Nc2ccc3c(c2)CCC3)cc1
 : 5%, -4%, 12%, -3%, 57%[activator], 32%[activator]
#66 CCOC(=O)N1CCN(CC(O)c2c[nH]c3ccc(OC)cc23)CC1 (centres undefined)
 : -4%, -8%, -14%, 0%, -15%, -9%
#67 COc1ccc(C(=O)CN2CCCCC2)cc1
 : 3%, -15%, 9%, -4%, 17%, 37%[activator]
#68 Cc1ccc(NC(=O)CCC(=O)N/N=C/c2ccc(O)cc2O)cc1
 : 1%, -2%, 23%, 6%, ?, 6%
#69 CCn1cnc2c1c(=O)[nH]c(=O)n2Cc1ccccc1
 : 5%, -5%, 12%, -15%, ?, 11%

Some of these compounds in order of length of the SMILES, smallest number first:
Values run as follows: TbPYK inhibitor, LmPK inh, HCV inh, Sm TGR block, Pf growth 96h, Pf growth 48h
#65 COc1ccc(NC(=O)Nc2ccc3c(c2)CCC3)cc1
 : 5%, -4%, 12%, -3%, 57%[activator], 32%[activator]
#64 Cc1coc2cc3oc(=O)c(CC(=O)N(C)CC(=O)O)c(C)c3cc12
 : -12%, 3%, 20%, -1%, 23%, -11%
#63 CCN(CC)CCC[C@H](C)Nc1c2ccc(Cl)cc2nc2ccc(OC)cc12
 : -6%, /, /, /, 0.095µM*, 0.038µM*
